S1P4 ag – human S1P4 receptor agonism; S1P4-expressing cell line, agonist reporter assay; AID 1509; 0.35% of 220,000 active; activation, % at 4.98 µM; in the data active = activation above about 11%;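 also: 0% = DMSO vehicle and 100% = reference agonist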
Target sequence (O95977 whole entry, looked up): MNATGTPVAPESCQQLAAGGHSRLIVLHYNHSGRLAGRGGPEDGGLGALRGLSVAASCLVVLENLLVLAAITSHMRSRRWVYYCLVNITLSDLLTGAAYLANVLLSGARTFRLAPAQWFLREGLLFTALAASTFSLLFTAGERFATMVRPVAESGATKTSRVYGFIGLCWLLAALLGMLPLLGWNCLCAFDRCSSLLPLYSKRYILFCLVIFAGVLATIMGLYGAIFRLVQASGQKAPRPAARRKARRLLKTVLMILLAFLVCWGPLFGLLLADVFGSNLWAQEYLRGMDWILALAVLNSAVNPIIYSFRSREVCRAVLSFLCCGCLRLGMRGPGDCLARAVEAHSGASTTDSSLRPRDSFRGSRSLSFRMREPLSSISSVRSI
NPY2 pot ag – potentiators or agonists of human neuropeptide Y receptor Y2 | P49146 | cells expressing NPY-Y2, potentiator/agonist read-out | activation, % at 3.6 µM | 0.45% of 220,000 active | AID 1359; in the data active = activation above about 27%;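 also: cells stimulated with NPY near EC25 plus isoproterenol at EC100; 0% = vehicle plus submaximal agonist and 100% = vehicle plus saturating agonist; some results beyond the cut were filed as inactive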
eIF4E-4G inh – blocks eIF4E binding to eIF4G | inhibition, % at 21.7 µM | 0.37% of 220,000 active | TR-FRET eIF4E-eIF4GI(517-606) binding, 2 h;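 active = inhibition above about 30%, limit read from the data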;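 also: 0% = full FRET control wells and 100% = background wells lacking eIF4GI fragment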
S1P4 antagonist – blocks the human S1P4 receptor | O95977 | 0.26% of 220,000 active | inhibition, % at 4.98 µM | S1P4-expressing cells, antagonist mode, reporter read-out; in the data active = inhibition above about 29%;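 also: 0% = wells stimulated with agonist and 100% = vehicle wells without agonist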
NPY-Y1 antag – antagonists of human neuropeptide Y receptor Y1. P25929. HEK293-CNG Y1 cells, membrane potential fluorescence; NPY at EC95, then isoproterenol. inhibition, % at 3.6 µM. 1% of 200,000 active;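 active = inhibition above the campaign mean inhibition of all tested compounds plus 3 SD, cut at about 20% in these data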;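 also: 0% = DMSO wells given NPY plus isoproterenol and 100% = isoproterenol alone without NPY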
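material = HEK293 cells with Y1 receptor plus CNG channel | also added = NPY 25 nM then isoproterenol 1 µM plus Ro 20-1724 25 µM | schedule = dye 3 h, compound 60 min room temperature, stimulation 45 min | measured by = membrane potential fluorescence | benchmarks = high control isoproterenol alone, low control NPY with isoproterenol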
EP2 mod – modulates human prostaglandin E2 receptor EP2 signaling; induction, % at 25 µM; 0.83% of 260,000 active; EP2-expressing cells, cAMP HTRF FRET, PGE2 co-stimulation; AID 940;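 active = compounds whose cAMP rise, as percent of the full-agonist control response, exceeds 60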;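 also: rat C6 glioma line stably carrying human EP2 under a CMV promoter; the protocol text gives 20 µM as final concentration; 100% = response of wells given 1 µM PGE2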
Target sequence (P43116 whole entry, looked up): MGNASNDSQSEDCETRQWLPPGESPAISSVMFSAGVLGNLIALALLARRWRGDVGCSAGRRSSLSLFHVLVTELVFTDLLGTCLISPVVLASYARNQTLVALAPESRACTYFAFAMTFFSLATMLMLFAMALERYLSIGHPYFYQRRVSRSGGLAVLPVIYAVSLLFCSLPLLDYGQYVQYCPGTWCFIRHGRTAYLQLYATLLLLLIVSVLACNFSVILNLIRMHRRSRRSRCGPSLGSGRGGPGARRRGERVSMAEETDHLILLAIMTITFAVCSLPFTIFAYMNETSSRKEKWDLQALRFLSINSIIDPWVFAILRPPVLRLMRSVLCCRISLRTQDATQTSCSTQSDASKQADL
EP2 antag – EP2 receptor (human) inhibition; P43116; C6 glioma cells expressing human EP2, cAMP TR-FRET; cells stimulated with saturating PGE2; inhibition, % at 25 µM; 0.52% of 260,000 active;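 active = percent inhibition above 40 after rounding to a whole number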;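 also: rat C6 glioma host cells with rolipram phosphodiesterase inhibitor present; the protocol text gives 20 µM as final concentration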
p97 inhibitor – inhibitors of human p97 ATPase; 0.42% of 220,000 active; P55072; recombinant p97 ATPase, Kinase-Glo ATP luminescence, 3 h; inhibition, % at 8 µM; AID 1481; in the data active = inhibition above about 15%;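 also: 0% = DMSO vehicle and 100% = wells lacking enzyme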
NPY-Y1 PAM-ag – potentiators or agonists of human neuropeptide Y receptor Y1. activation, % at 3.6 µM. 0.37% of 220,000 active. AID 1304. NPY-Y1 expressing cells, potentiator/agonist activation. P25929; in the data active = activation above about 33%, passing the limit was not always enough;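 also: cells stimulated with NPY at EC10 then isoproterenol at EC100; 0% = low agonist plus stimulus and 100% = saturating agonist plus stimulus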
Starred values were filed as active, the others as inactive; nt = no result given; [ ] = another dose, or the depositor's remark. These rows are one share of the data; rates above refer to the full screens.

SMILES | S1P4 ag | NPY2 pot ag | eIF4E-4G inh | S1P4 antagonist | NPY-Y1 antag | EP2 mod | EP2 antag | p97 inhibitor | NPY-Y1 PAM-ag
O=C1N=C(N2CCOCC2)CS1 | 0.8 | -12 | 1[fluorescence artefact?] | -19 | 3 | -1 | 2 | 4 | -2
N#Cc1c(N2CCN(C(=O)c3ccccc3Cl)CC2)nc(-c2ccccc2)c2c1CCCC2 | 3.3 | 1 | -7 | -5 | 6 | 31 | nt | 2 | 5
Cc1cc(C)n(CCCNC(=O)c2ccc(S(=O)(=O)NCc3ccco3)cc2)n1 | 0.5 | -8 | 2 | 14 | -2 | 22 | 3 | 2 | -21
Cc1c(Cl)cccc1NC(=O)CSC(N)=O | 1.0 | -15 | -3 | -6 | 1 | -4 | 1 | -3 | -10
Cc1c(NC(=O)/C=C/c2cn(-c3ccccc3)nc2-c2ccccc2)c(=O)n(-c2ccccc2)n1C | -0.1 | 21 | -1 | -19 | -8 | 28 | 19 | 0 | 7
COCc1c(C(=O)N/N=C/C2CC=CCC2)nnn1-c1nonc1N (stereo unspecified) | 0.8 | -8 | 25 | 11 | -2 | 17 | 5 | 3 | 16
CCCc1cc(=O)[nH]c(SCCCCN2C(=O)c3ccccc3C2=O)n1 | 0.4 | 4 | -1 | -13 | 13 | 10 | 8 | 3 | -4
CCN(CC)C(=O)Oc1ccc2c(=O)c(-c3ccc(OC)cc3)coc2c1 | -0.4 | -21 | -8 | -10 | 1 | -8 | 15 | -3 | 8
CCN(CC)S(=O)(=O)c1cc(OC)c(C)cc1C | -1.7 | 2 | -5 | -22 | 1 | 16 | 8 | 0 | 19
O/N=C/c1cn(-c2ccccc2)nc1-c1ccc2c(c1)OCCO2 | 0.3 | -8 | 4 | -7 | -1 | 49 | 11 | 5 | -6
c1ccc2sc(N3CCCN(Cc4nc(-c5cnccn5)no4)CC3)nc2c1 | -0.3 | 14 | -3 | 0 | 2 | -20 | 3 | -4 | 1
COc1ccc(/C=C/C(=O)Nc2cc(C)nn2-c2nc3ccccc3[nH]2)cc1 | 2.4 | 11 | 1 | -24 | 2 | 8 | 8 | 6 | 9
COC(=O)C1C(=O)C2=C(CC1C)Nc1ccccc1NC2c1cccs1 (stereo unspecified) | 0.1 | 2 | 2 | 6 | -2 | -1 | 0 | 6 | -5
COc1ccc(N(C(=O)c2ccco2)S(=O)(=O)c2cc(OC)ccc2OC)cc1 | -3.1 | -8 | 2 | 6 | -2 | 3 | 14 | 0 | -16
O=C1CCCc2c1nc(-c1ccccc1F)n2O | 2.0 | 2 | 0 | -5 | nt | -16 | 7 | 1 | 4

Ordered by the number under NPY2 pot ag (smallest number first): three of the compounds above.
mol	S1P4 ag	NPY2 pot ag	eIF4E-4G inh	S1P4 antagonist	NPY-Y1 antag	EP2 mod	p97 inhibitor	NPY-Y1 PAM-ag
CCN(CC)C(=O)Oc1ccc2c(=O)c(-c3ccc(OC)cc3)coc2c1	-0.4	-21	-8	-10	1	-8	-3	8
O=C1CCCc2c1nc(-c1ccccc1F)n2O	2.0	2	0	-5	nt	-16	1	4
c1ccc2sc(N3CCCN(Cc4nc(-c5cnccn5)no4)CC3)nc2c1	-0.3	14	-3	0	2	-20	-4	1

The main list resumes, repeating the two entries before the break.
SMILES | S1P4 ag | NPY2 pot ag | eIF4E-4G inh | S1P4 antagonist | NPY-Y1 antag | EP2 mod | EP2 antag | p97 inhibitor | NPY-Y1 PAM-ag
COc1ccc(N(C(=O)c2ccco2)S(=O)(=O)c2cc(OC)ccc2OC)cc1 | -3.1 | -8 | 2 | 6 | -2 | 3 | 14 | 0 | -16
O=C1CCCc2c1nc(-c1ccccc1F)n2O | 2.0 | 2 | 0 | -5 | nt | -16 | 7 | 1 | 4
CCOC(=O)C1=C(CNCc2ccccc2Cl)NC(=O)NC1c1cccc([N+](=O)[O-])c1 (stereo unspecified) | -0.4 | 2 | -11 | 15 | 4 | -31 | 7 | -1 | 5
Cc1ccc(N2CC(C(=O)NCc3ccc(C)n3C)CC2=O)cc1 (stereo unspecified) | 0.4 | 5 | -4 | -8 | 6 | -11 | 3 | -1 | 4
CC(=O)Nc1nc2c(C)c(Cl)ccc2s1 | -1.4 | -3 | -4 | -72 | nt | -17 | 3 | -1 | 5
Clc1ccc(-c2nnc(-c3ccccc3)c(-c3c[nH]c4ccccc34)n2)cc1 | 1.0 | 10 | -9 | -8 | nt | 4 | 5 | -5 | 25
CCc1cc2c(=O)c(-c3ccon3)c(N)oc2cc1OC | 1.5 | 14 | 5 | -31 | 1 | 8 | 0 | 0 | 2
Cc1ccc(C)c(C(=O)OCC(=O)Nc2ccc(N3CCOCC3)cc2)c1 | 0.1 | -7 | 0 | -17 | 4 | -23 | 5 | -1 | -14
Cc1nc(=O)c(-c2ccccc2)c(C)n1-c1ccc(S(N)(=O)=O)cc1 | 0.6 | 5 | -2[fluorescence artefact?] | -9 | 1 | -8 | 10 | -1 | -2
CCCOc1c(Cl)cc(C(=O)Nc2ccc3c(c2)OCO3)cc1OCC | -3.1 | -7 | -2 | -1 | 6 | 25 | 13 | -5 | -28
COc1ccc(Cl)cc1NC(=O)c1ccco1 | 0.1 | -19 | 3 | -37 | 1 | 1 | 15 | 1 | -6
CCOc1ccc(S(=O)(=O)NCCC(=O)OC(C)C(=O)N2CCc3ccccc32)cc1 (stereo unspecified) | 1.9 | 17 | -3 | -16 | -9 | -4 | 13 | -1 | 26
CCOC(=O)/C(N=Nc1ccc(Cl)cc1)=C(/O)c1ccc([N+](=O)[O-])cc1 | -3.4 | -7 | 0 | 2 | 0 | 10 | nt | 1 | 5
CCN(CC)c1cc(Cl)c2nonc2c1N | 1.6 | -3 | 4 | 10 | nt | 17 | 15 | 6 | 6
COCCNC(=O)c1cc(OC)c(OC)cc1[N+](=O)[O-] | -0.4 | 6 | 5 | -10 | -5 | 26 | 3 | 2 | 13
COc1ccc(NS(=O)(=O)c2cccc(Cl)c2)cc1S(=O)(=O)N1CCCCC1 | 0.6 | 3 | 2[fluorescence artefact?] | -11 | 3 | -9 | 11 | 0 | 7
Cc1ccc(Sc2ncccc2COC(=O)Nc2c(C)cccc2C)cc1 | -3.7 | 5 | -5[fluorescence artefact?] | -4 | 8 | 22 | 10 | -2 | -18
O=C(CSc1ncc(-c2ccccc2)n1C1CCCC1)N1CCc2ccccc21 | 0.4 | -5 | 1 | 13 | 19 | 11 | 11 | 5 | -4
Cc1cc(C(=O)OCC(=O)Nc2cccc(S(N)(=O)=O)c2)c2ccccc2n1 | -0.7 | -7 | -2 | -15 | nt | -20 | 12 | 9 | 9
Cc1onc(-c2c(F)cccc2Cl)c1C(=O)Nc1nc2c(s1)CCCC2 | -2.0 | 8 | 2 | 0 | -2 | -2 | 3 | 4 | -2
Cn1c(=O)c2c(nc(N/N=C/c3ccc(OC(=O)c4ccco4)cc3)n2Cc2ccccc2)n(C)c1=O | 0.3 | 3 | 13[fluorescence artefact?] | -7 | 5 | -37 | 9 | 5 | 20
NNC(=O)/C=C/c1ccc(Cl)cc1Cl | 2.2 | -15 | -1 | -2 | 15 | -8 | 3 | -1 | -19
CN(C)S(=O)(=O)c1ccc(N)c([N+](=O)[O-])c1 | 2.8 | -7 | -4 | -2 | nt | -15 | 11 | -3 | -7
Cc1ccc(NC(=O)c2cc3c(=O)oc4ccc(C)cc4c3s2)nc1 | -0.6 | 0 | -3 | -8 | nt | -28 | 6 | 2 | 1
CCOC(=O)N1CCN(c2cc(=O)n(-c3ccc(OC)cc3)c(=O)[nH]2)CC1 | 0.2 | 10 | 2 | 11 | 4 | 3 | 5 | -1 | 7
CCCCNC(=O)c1sc2ncnc(N3CCc4ccccc4C3)c2c1C | -0.6 | -32 | -5 | -18 | 7 | 19 | 8 | -1 | 8
O=c1[nH]c2ccccc2c(O)c1-c1cc2ccccc2oc1=O | 1.3 | 0 | 2 | -15 | 5 | 19 | 21 | 5 | -2
CC12CCC(C(=O)N/N=C/c3ccc(O)cc3O)(OC1=O)C2(C)C (stereo unspecified) | 2.1 | 21 | -1 | 11 | nt | 3 | 10 | 4 | 12
CCn1nnnc1Oc1ccc(Cl)cc1 | 1.0 | -17 | -7 | -31 | 0 | 20 | 7 | -3 | -21
CCn1c(CSc2nc3ccccc3s2)nnc1SCC(=O)c1ccc(Cl)cc1 | -3.5 | -3 | -31[fluorescence artefact?] | -2 | 5 | 0 | 14 | 0 | -4
Cc1nc(C)n(CC(=O)N2CCCC(C(=O)c3ccc(Cl)cc3C)C2)n1 (stereo unspecified) | 0.6 | 5 | 3 | -16 | -6 | -6 | 4 | 1 | 4
CCCc1[nH]nc2c1C(c1ccc(OC)c(Cn3nc(C)c(Br)c3C)c1)C(C#N)=C(N)O2 (stereo unspecified) | 0.9 | -6 | -1 | 18 | 4 | 8 | 5 | 9 | 2
Cc1csc(C(=O)O)c1-n1cccc1 | 1.9 | -12 | -10 | -21 | 1 | 17 | 5 | -5 | -19
Cc1cc(C(=O)CN2C(=O)NC3(CCCc4ccccc43)C2=O)c(C)n1Cc1cccs1 (stereo unspecified) | 0.3 | -2 | -17 | -51 | -2 | 2 | 12 | 1 | 2
COc1ccc(OCC(O)CN2C(=O)c3ccccc3S2(=O)=O)cc1 (stereo unspecified) | 0.0 | 14 | -11 | -14 | 0 | -16 | 14 | 9 | -1
C=CCn1c(=O)/c(=C\c2ccsc2)s/c1=C(/C#N)C(=O)NCCN1CCOCC1 | 0.7 | -2 | -16 | -13 | 2 | 8 | 4 | -7 | -7
CCOC(=O)c1ccc(NC(=O)Cn2cc3c(n2)CCC(C)C3)cc1 (stereo unspecified) | 3.1 | -6 | 3 | -12 | 0 | -28 | 7 | -3 | -22
CC(=O)NC(=S)Nc1ccc(NC(=S)NC(=O)c2ccc([N+](=O)[O-])cc2)cc1 | 0.0 | 5 | -2 | 11 | nt | 10 | 5 | 10 | 14
COc1ccc(NC2=NCC(Cc3ccc(Br)cc3)S2)cc1 (stereo unspecified) | 0.3 | 8 | 2 | -11 | 5 | -59 | 13 | 0 | -36
COC(=O)CSc1nsc(SCC(=O)OC)n1 | -1.3 | 10 | 4 | -12 | -7 | 12 | 6 | 2 | 10
Cc1cccc(Nc2nnc(SCC(=O)NC3CCCc4ccccc43)s2)c1C (stereo unspecified) | -0.4 | 2 | 3 | -5 | 14 | -19 | 6 | -5 | -25
COC(=O)c1ccc2c(=O)n(CCCCCC(=O)O)c(=S)[nH]c2c1 | 0.9 | -1 | 3 | 14 | -3 | 43 | 5 | 3 | 4
CNC(=O)c1ccc(-c2nc(-c3ccccc3)cs2)cc1 | 0.9 | -9 | 3 | 3 | 1 | -24 | 8 | -4 | 1
Clc1ccc2c(c1)C1=C(C(c3ccncc3)O2)C(c2ccc(Br)cc2)n2ncnc2N1 (stereo unspecified) | -0.9 | -14 | -5[fluorescence artefact?] | 7 | 4 | 3 | 4 | 4 | -26
O=C1c2ccccc2NC(c2ccc([N+](=O)[O-])cc2)N1O (stereo unspecified) | -0.9 | -1 | -2 | -12 | 1 | 29 | 5 | 6 | 13
Oc1ccc(Cl)cc1C=Nc1ccc(Br)cc1 | 0.5 | 6 | 1 | 10 | 5 | 31 | 5 | -1 | 3
CN(C)/C=C/C(=O)c1cnc2sccn2c1=O | 1.1 | 6 | 1 | -20 | -3 | 0 | 6 | 2 | -1
CCn1cc(C(=O)NCc2cccnc2)c(=O)c2cc(F)c(N3CCN(C(=O)c4ccco4)CC3)cc21 | 0.7 | -3 | -7 | -8 | 5 | 1 | 24 | 6 | -13

Screening results as filed in PubChem.
